Screens (PubChem BioAssay)
Ba/F3 V617F tox: lowers viability of Ba/F3 cells expressing EpoR and JAK2V617F | ATP luminescence | inhibition, % at 5.6 µM | 220,000 compounds, 1.1% hits;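 active = inhibition above the campaign mean plus 3 SD over all tested compounds, cut at about 24% in these data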;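 also: cytokine-independent growth of Ba/F3 cells driven by EpoR plus mutant JAK2; 0% = DMSO-treated cells and 100% = JAK inhibitor I control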
Furin inhibitor: inhibitors of human furin. inhibition, % at 30 µM. purified furin, fluorogenic substrate cleavage. P09958. AID 463115. 220,000 compounds, 0.061% hits; in the data active = inhibition above about 25%; also: inactives centre near -15
p47phox inh: inhibitors of human p47phox binding; P14598; p47phox/p22phox peptide binding, fluorescence polarization, 2 h; inhibition, % at 24.7 µM; 220,000 compounds, 0.53% hits; AID 1274;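 active = inhibition above about 30%, limit read from the data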;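 also: 0% = p47phox with labelled peptide and 100% = labelled peptide alone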
Target sequence (P14598 whole entry, looked up): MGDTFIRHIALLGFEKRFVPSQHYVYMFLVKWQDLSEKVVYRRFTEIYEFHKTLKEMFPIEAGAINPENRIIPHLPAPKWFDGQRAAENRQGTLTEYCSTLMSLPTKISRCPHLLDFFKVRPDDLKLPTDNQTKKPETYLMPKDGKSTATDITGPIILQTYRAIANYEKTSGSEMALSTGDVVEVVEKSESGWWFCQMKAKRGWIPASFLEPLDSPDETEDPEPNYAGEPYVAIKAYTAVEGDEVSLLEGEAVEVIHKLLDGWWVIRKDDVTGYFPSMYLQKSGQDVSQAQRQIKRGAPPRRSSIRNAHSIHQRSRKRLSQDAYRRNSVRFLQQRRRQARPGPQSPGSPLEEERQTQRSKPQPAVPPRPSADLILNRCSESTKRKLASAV
p97 inhibitor: human p97 ATPase inhibition; recombinant p97 ATPase, Kinase-Glo ATP luminescence, 3 h; inhibition, % at 8 µM; 220,000 compounds, 0.42% hits; in the data active = inhibition above about 15%;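 also: 0% = DMSO vehicle and 100% = wells lacking enzyme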
BaF3 parental: counter-screen for JAK2V617F inhibitors: parental Ba/F3 viability inhibitors; CellTiter-Glo ATP luminescence; 220,000 compounds, 1.1% hits; inhibition, % at 5.6 µM;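 active = inhibition above a per-campaign cutoff, the mean inhibition of all tested compounds plus 3 SD, cut at about 27% in these data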;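 also: 0% = DMSO wells and 100% = JAK Inhibitor I control wells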
TbHK1 inh: blocks Trypanosoma brucei hexokinase 1 activity; recombinant TbHK1, G6PDH-coupled NADH A340; inhibition, % at 10 µM; 220,000 compounds, 0.11% hits; AID 1430;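 active = inhibition of 50% or more in the single-dose primary screen; inactive = inhibition below 50%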
PPC-1+TRAIL kill: kills PPC-1 cancer cells in the presence of TRAIL | PPC-1 cells + TRAIL, ATPLite viability luminescence | cell killing (% activity), % at 4 µM | 220,000 compounds, 0.41% hits | AID 1443;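 active = cell killing above 50% in the first pass at 4 µM, then a duplicate retest at 5 µM averaging 50% or more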;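 also: plate controls were cells with TRAIL plus DMSO for no effect and medium-only wells lacking cells for full effect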
RBBP9 inh: inhibitors of human serine hydrolase RBBP9; O75884; recombinant RBBP9, FP-Rh probe fluorescence polarization; inhibition, % at 7.94 µM; 220,000 compounds, 0.2% hits;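 active = inhibition above the campaign mean of all tested compounds plus 3 SD, cut at about 14% in these data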;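 also: plate controls were DMSO wells with RBBP9 for no effect and wells lacking RBBP9 protein for full effect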
Target sequence (O75884 whole entry, looked up): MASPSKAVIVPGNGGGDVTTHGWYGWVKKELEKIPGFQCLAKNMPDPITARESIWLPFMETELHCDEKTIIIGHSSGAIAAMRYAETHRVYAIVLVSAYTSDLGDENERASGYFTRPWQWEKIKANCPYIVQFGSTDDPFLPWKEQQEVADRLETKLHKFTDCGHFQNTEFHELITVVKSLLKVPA
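Assay system: recombinant human RBBP9; Reagent: Serine-hydrolase probe FP-Rh, 375 nM pre-mixing; Doses: 7.94 µM single dose, 0.794% DMSO; Incubation: 30 min then 45 min, 25 °C; Detection: fluorescence polarization (mP), excitation 525 nm, emission 598 nm; Evaluation: percent inhibition from mP, scaled between DMSO and no-protein wells.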
EP2 antag: inhibitors of human EP2 prostaglandin E2 receptor. inhibition, % at 25 µM. AID 1422. C6 glioma cells expressing human EP2, cAMP TR-FRET; cells stimulated with saturating PGE2. P43116. 260,000 compounds, 0.52% hits;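 active = percent inhibition above 40 after rounding to a whole number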;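 also: rat C6 glioma host cells with rolipram phosphodiesterase inhibitor present; the protocol text gives 20 µM as final concentration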
Target sequence (P43116 whole entry, looked up): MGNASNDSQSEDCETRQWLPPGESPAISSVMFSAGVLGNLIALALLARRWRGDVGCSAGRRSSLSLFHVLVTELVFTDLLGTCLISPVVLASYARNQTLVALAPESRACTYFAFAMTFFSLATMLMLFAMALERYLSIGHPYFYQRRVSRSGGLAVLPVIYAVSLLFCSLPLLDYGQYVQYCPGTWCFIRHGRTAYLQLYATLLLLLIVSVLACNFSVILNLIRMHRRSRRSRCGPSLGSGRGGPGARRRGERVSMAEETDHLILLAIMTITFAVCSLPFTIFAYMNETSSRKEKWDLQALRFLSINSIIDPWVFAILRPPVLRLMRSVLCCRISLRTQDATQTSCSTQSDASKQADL
* = called active by the depositor; [ ] = another dose, or the depositor's remark. An excerpt; rates above refer to the full screens.

Results for Nc1ccccc1SCc1c(Cl)cccc1Cl ?
Ba/F3 V617F tox: -0.7; Furin inhibitor: -24.1; p47phox inh: -11.9; p97 inhibitor: 0.8; BaF3 parental: -3.6; TbHK1 inh: -9.5; PPC-1+TRAIL kill: 11.4; RBBP9 inh: -6.1; EP2 antag: 3.1

How did C/C(=N/Oc1nc(C)cc(C)n1)c1ccc(F)cc1 do in these assays?
Ba/F3 V617F tox: -1.7; Furin inhibitor: -13.7[20 µM]; p47phox inh: 0.0; p97 inhibitor: 0.4; BaF3 parental: 2.4; TbHK1 inh: 2.7; PPC-1+TRAIL kill: 14.7; RBBP9 inh: -11.6; EP2 antag: -3.8

Results for COc1cccc(C(=O)O/N=C(\C)c2cnccn2)c1 ?
Ba/F3 V617F tox: -0.7; Furin inhibitor: -28.3; p47phox inh: 2.2; p97 inhibitor: 3.9; BaF3 parental: 5.3; TbHK1 inh: -4.1; PPC-1+TRAIL kill: 4.6; RBBP9 inh: 1.0; EP2 antag: 4.4

Results for Cc1nnc(N(C)C(=O)c2cccnc2)s1 ?
Ba/F3 V617F tox: -0.9; Furin inhibitor: -22.3[20 µM]; p47phox inh: -3.5; p97 inhibitor: 0.3; BaF3 parental: -0.7; TbHK1 inh: 0.3; PPC-1+TRAIL kill: -9.3; RBBP9 inh: -13.7; EP2 antag: 16.6

Results for COCCn1cc(C(=O)NCc2cccs2)c2c3ccccc3n(C)c2c1=O ?
Ba/F3 V617F tox: -0.4; Furin inhibitor: -31.8; p47phox inh: 16.0; p97 inhibitor: -0.3; BaF3 parental: -0.1; TbHK1 inh: -20.6; PPC-1+TRAIL kill: -2.5; RBBP9 inh: -6.2; EP2 antag: 9.8

How did CCOC(=O)CCP(=O)(O)C(C)(O)c1ccccc1 (stereo not given) do in these assays?
Ba/F3 V617F tox: -3.7; Furin inhibitor: -9.9[20 µM]; p47phox inh: -16.1; p97 inhibitor: 4.3; BaF3 parental: -0.7; TbHK1 inh: -5.5; PPC-1+TRAIL kill: 0.5; RBBP9 inh: -0.7; EP2 antag: 4.0

How did CC(=O)c1cc(NC(=O)c2ccccc2)c(=O)oc1/C=C/N(C)C do in these assays?
Ba/F3 V617F tox: -0.3; Furin inhibitor: 11.4; p47phox inh: -11.5; p97 inhibitor: -0.8; BaF3 parental: 6.3; TbHK1 inh: -14.4; PPC-1+TRAIL kill: -10.4; RBBP9 inh: -6.8; EP2 antag: 9.3

How did CCCCC(=O)N(CCOC)c1nnc(-c2ccc(OC)cc2)s1 do in these assays?
Ba/F3 V617F tox: 3.2; Furin inhibitor: -20.6; p47phox inh: -2.2; p97 inhibitor: -2.1; BaF3 parental: 5.8; TbHK1 inh: 0.0; PPC-1+TRAIL kill: 4.9; RBBP9 inh: -4.7; EP2 antag: 8.4

What do the screens show for `COc1ccc(-n2c(=O)c3c4c(sc3n(CC(=O)NCC3CCCO3)c2=O)CCCC4)c(OC)c1` (stereo not given)?
Ba/F3 V617F tox: 6.3; Furin inhibitor: -16.7; p47phox inh: -2.2; p97 inhibitor: -3.3; BaF3 parental: 9.3; TbHK1 inh: -1.1; PPC-1+TRAIL kill: -18.9; RBBP9 inh: -5.2; EP2 antag: 4.7

How did O=C1CC(N(CCc2ccccc2)C(=S)Nc2cc(Cl)ccc2Cl)C(=O)N1c1c(Cl)cccc1Cl (stereo not given) do in these assays?
Ba/F3 V617F tox: -0.3; Furin inhibitor: -7.4[20 µM]; p47phox inh: -25.9; p97 inhibitor: 5.0; BaF3 parental: -2.0; TbHK1 inh: -6.2; PPC-1+TRAIL kill: 7.5; RBBP9 inh: -43.1; EP2 antag: 13.0

How did COc1ccc(C2=NOC3(CC(=O)N(c4ccc(C)cc4)C3=O)C2)cc1 (stereo not given) do in these assays?
Ba/F3 V617F tox: -0.2; Furin inhibitor: -16.8[20 µM]; p47phox inh: -2.0; p97 inhibitor: 1.7; BaF3 parental: 5.8; TbHK1 inh: -5.8; PPC-1+TRAIL kill: 12.3; RBBP9 inh: -1.0; EP2 antag: 8.4

What do the screens show for `CCN1C(c2ccc(F)cc2)=CS/C1=C(\C#N)c1nnc2n1-c1ccccc1SC2`?
Ba/F3 V617F tox: 2.9; Furin inhibitor: -6.2; p47phox inh: -5.8; p97 inhibitor: -4.6; BaF3 parental: 1.9; TbHK1 inh: -7.8; PPC-1+TRAIL kill: 9.7; RBBP9 inh: -11.5; EP2 antag: 6.5

What do the screens show for `O=C(CSC(=S)N1CCCCC1)Nc1ncc2c(n1)CCCC2=O`?
Ba/F3 V617F tox: -4.9; Furin inhibitor: -15.7; p47phox inh: 6.8; p97 inhibitor: 9.7; BaF3 parental: -1.2; TbHK1 inh: -1.2; PPC-1+TRAIL kill: -9.4; RBBP9 inh: 1.0; EP2 antag: 13.0

What do the screens show for `Cc1cc(C)cc(N(CC(=O)NC2CCC(C)CC2)S(=O)(=O)c2c(C)noc2C)c1` (stereo not given)?
Ba/F3 V617F tox: 1.0; Furin inhibitor: -14.1; p47phox inh: -18.7; p97 inhibitor: -0.5; BaF3 parental: 4.2; TbHK1 inh: -0.2; PPC-1+TRAIL kill: 4.9; RBBP9 inh: -5.2; EP2 antag: 9.2

Results for c1ccc2c(c1)nc(N1CCOCC1)c1nnnn12 ?
Ba/F3 V617F tox: -0.2; Furin inhibitor: -16.2; p47phox inh: -6.1; p97 inhibitor: 7.0; BaF3 parental: 7.9; TbHK1 inh: -14.6; PPC-1+TRAIL kill: 20.1; RBBP9 inh: -3.6; EP2 antag: 8.9

What do the screens show for `CC(=O)c1ccc(NC(=O)c2noc3c2CCC3)cc1`?
Ba/F3 V617F tox: 1.9; Furin inhibitor: -9.0; p47phox inh: 4.8; p97 inhibitor: -4.4; BaF3 parental: 5.9; TbHK1 inh: 9.3; PPC-1+TRAIL kill: 35.0; RBBP9 inh: -9.2; EP2 antag: 10.6

How did COc1ccccc1NS(=O)(=O)c1ccc(O)c(C(N)=O)c1 do in these assays?
Ba/F3 V617F tox: -3.2; Furin inhibitor: -20.5[20 µM]; p47phox inh: -3.6; p97 inhibitor: 2.0; BaF3 parental: 0.8; TbHK1 inh: -6.6; PPC-1+TRAIL kill: -8.4; RBBP9 inh: -4.4; EP2 antag: 10.5

What do the screens show for `COc1ccc(NC(=O)c2cc(OC)c(OC)c(OC)c2Br)cc1OC`?
Ba/F3 V617F tox: 0.3; Furin inhibitor: -13.1; p47phox inh: -5.2; p97 inhibitor: 0.0; BaF3 parental: 4.7; TbHK1 inh: 19.7; PPC-1+TRAIL kill: 16.8; RBBP9 inh: -11.4; EP2 antag: 8.6

What do the screens show for `C=CCn1c(C)cc(C(=O)CSc2nnc(-c3cccc(S(=O)(=O)N(CC)CC)c3)o2)c1C`?
Ba/F3 V617F tox: -2.5; Furin inhibitor: -7.4; p47phox inh: -10.3; p97 inhibitor: 2.4; BaF3 parental: 1.2; TbHK1 inh: 1.4; PPC-1+TRAIL kill: -8.4; RBBP9 inh: -3.3

Results for COc1ccc(OC)c(NC(=O)c2c(NC(=O)CCC(=O)O)sc3c2CCCCC3)c1 ?
Ba/F3 V617F tox: -0.2; Furin inhibitor: -10.5; p47phox inh: -2.9; p97 inhibitor: 8.0; BaF3 parental: 3.6; TbHK1 inh: -11.1; PPC-1+TRAIL kill: 10.3; RBBP9 inh: 21.0*; EP2 antag: 12.0

Results for CCCCCCOc1ccc(NC(=O)CC2C(=O)N(CC)C(=S)N2Cc2ccco2)cc1 (stereo not given) ?
Ba/F3 V617F tox: 5.2; Furin inhibitor: -9.9; p47phox inh: -13.7; p97 inhibitor: -4.4; BaF3 parental: 0.3; TbHK1 inh: -1.6; PPC-1+TRAIL kill: 19.6; RBBP9 inh: -9.2; EP2 antag: 9.6

What do the screens show for `Cc1ccc(OCC(=O)N2CCN(C(=O)c3ccco3)CC2)cc1`?
Ba/F3 V617F tox: 2.9; Furin inhibitor: -15.5; p47phox inh: 3.7; p97 inhibitor: -5.7; BaF3 parental: 0.0; TbHK1 inh: 3.0; PPC-1+TRAIL kill: -8.0; RBBP9 inh: -9.9; EP2 antag: 2.7

How did CCCn1c(=O)n(C)c(=O)c2c(SCc3cc(C(C)=O)ccc3OCC)nc(C3CC3)nc21 do in these assays?
Ba/F3 V617F tox: -1.5; Furin inhibitor: -8.6[20 µM]; p97 inhibitor: -1.8; BaF3 parental: 3.0; TbHK1 inh: -20.1; RBBP9 inh: -5.5; EP2 antag: 10.6

What do the screens show for `COC(=O)c1ccc(NC(=O)CN(c2ccc(C)cc2)S(=O)(=O)c2c(C)nn(C)c2C)cc1`?
Ba/F3 V617F tox: -6.6; Furin inhibitor: -7.9[20 µM]; p47phox inh: -6.8; p97 inhibitor: 0.1; BaF3 parental: -1.6; TbHK1 inh: -5.3; PPC-1+TRAIL kill: 8.7; RBBP9 inh: -2.6; EP2 antag: 9.4

How did Cc1ccc(CCNC(=O)CCc2nc3ccccc3[nH]2)cc1 do in these assays?
Ba/F3 V617F tox: -0.6; Furin inhibitor: -5.4; p47phox inh: 6.0; p97 inhibitor: 4.1; BaF3 parental: 6.1; TbHK1 inh: 20.1; PPC-1+TRAIL kill: -1.3; RBBP9 inh: -2.1; EP2 antag: 6.7

What do the screens show for `CCCCCn1c(Sc2ncccn2)nc2c1c(=O)[nH]c(=O)n2C`?
Ba/F3 V617F tox: 3.8; Furin inhibitor: -21.6[20 µM]; p47phox inh: 2.9; p97 inhibitor: -2.1; BaF3 parental: 5.3; TbHK1 inh: -1.2; PPC-1+TRAIL kill: 5.0; RBBP9 inh: 0.1; EP2 antag: 7.5

What do the screens show for `O=c1oc2cc(OCc3c(F)c(F)c(F)c(F)c3F)ccc2cc1-c1ccccn1`?
Ba/F3 V617F tox: 1.7; Furin inhibitor: -25.0; p47phox inh: -3.6; p97 inhibitor: 1.6; BaF3 parental: 5.4; TbHK1 inh: -13.0; PPC-1+TRAIL kill: -1.3; RBBP9 inh: -1.6; EP2 antag: 7.7

Results for Cc1ccc[n+](-c2nc3ccccc3nc2[N-]S(=O)(=O)c2ccccc2)c1 ?
Ba/F3 V617F tox: -1.7; Furin inhibitor: -24.2; p47phox inh: -7.2; p97 inhibitor: 4.6; BaF3 parental: -4.6; TbHK1 inh: -8.8; PPC-1+TRAIL kill: -1.6; RBBP9 inh: 2.2; EP2 antag: 5.2

What do the screens show for `Cc1ccc(S(=O)(=O)Nc2ccc(N3CCOCC3)nc2)cc1`?
Ba/F3 V617F tox: 2.6; Furin inhibitor: -9.3; p47phox inh: -7.4; p97 inhibitor: -2.9; BaF3 parental: 3.9; TbHK1 inh: 6.0; PPC-1+TRAIL kill: -10.1; RBBP9 inh: -8.2; EP2 antag: 2.3

Results for Cc1ccccc1NC(=O)Cc1nc(CCl)cs1 ?
Ba/F3 V617F tox: 5.1; Furin inhibitor: -1.1; p47phox inh: -1.3; p97 inhibitor: -4.3; BaF3 parental: 6.8; TbHK1 inh: -0.4; PPC-1+TRAIL kill: 9.6; RBBP9 inh: -4.2; EP2 antag: 5.2

Nothing new here: 2 of the compounds above.
What do the screens show for `Cc1ccc(S(=O)(=O)Nc2ccc(N3CCOCC3)nc2)cc1`?
Ba/F3 V617F tox: 2.6; Furin inhibitor: -9.3; p47phox inh: -7.4; p97 inhibitor: -2.9; BaF3 parental: 3.9; TbHK1 inh: 6.0; PPC-1+TRAIL kill: -10.1; RBBP9 inh: -8.2; EP2 antag: 2.3

Results for Cc1ccccc1NC(=O)Cc1nc(CCl)cs1 ?
Ba/F3 V617F tox: 5.1; Furin inhibitor: -1.1; p47phox inh: -1.3; p97 inhibitor: -4.3; BaF3 parental: 6.8; TbHK1 inh: -0.4; PPC-1+TRAIL kill: 9.6; RBBP9 inh: -4.2; EP2 antag: 5.2
